3CLpro inhibitor – SARS-CoV 3CLpro protease inhibition; P0C6X7; recombinant SARS-CoV 3CLpro, quenched FRET peptide cleavage; inhibition, % at 6 µM; 290,000 tested, 0.14% active; in the data active = inhibition above about 12%
Mtb BioA inh – BioA (M. tuberculosis) enzyme inhibition; purified M. tuberculosis BioA enzyme, plate reader; inhibition, % at 9.99 µM; 360,000 tested, 0.096% active; AID 602481; in the data active = inhibition above about 40%; inconclusive = no clear call, values can overlap the other calls
BH1578 lux ind – inducers of Vibrio cholerae quorum light production without autoinducers; activation, % at 18.7 µM; 350,000 tested, 0.16% active; V. cholerae BH1578 lux reporter, luminescence, 6 h; AID 588436; in the data active = activation mostly above about 9.7%, no sharp cut-off; inconclusive = no clear call, values can overlap the other calls; inactive = mostly below about 3.7%; note: not every result past the cut was called active; inactives centre near 0; reference of the scale not given here
PriA SSB inh – inhibitors of Klebsiella pneumoniae PriA binding to SSB C-terminal tail; AlphaScreen SSBct-PriA binding, biotinylated peptide; inhibition, % at 33 µM; 430,000 tested, 0.6% active; AID 1272365; in the data active = inhibition mostly above about 37%, no sharp cut-off; inactive = mostly below about 20%;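 note: plate controls were negative control peptide for no effect and reference peptide for full effect; strong numbers were not always called active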
Mtb FBA inh – Mtb fructose-bisphosphate aldolase inhibition; P9WQA3; inhibition, % at 1 µM; AID 588726; purified M. tuberculosis FBA, fluorescence read-out; 360,000 tested, 2.3% active; in the data active = inhibition above about 27%;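 note: 0% = vehicle and 100% = reference inhibitor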
Target sequence (P9WQA3 whole entry, looked up): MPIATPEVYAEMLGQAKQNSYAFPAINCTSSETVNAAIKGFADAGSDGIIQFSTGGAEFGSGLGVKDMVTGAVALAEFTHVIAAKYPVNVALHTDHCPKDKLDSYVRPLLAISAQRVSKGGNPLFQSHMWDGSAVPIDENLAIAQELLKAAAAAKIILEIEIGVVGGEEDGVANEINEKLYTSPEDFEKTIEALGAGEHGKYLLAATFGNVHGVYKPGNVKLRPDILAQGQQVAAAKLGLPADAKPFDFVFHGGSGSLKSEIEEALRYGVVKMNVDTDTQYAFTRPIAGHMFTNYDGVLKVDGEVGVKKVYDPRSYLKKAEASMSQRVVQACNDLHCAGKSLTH
MazEF act – MazEF (E. coli) toxin RNase activation; P0AE70; activation, % at 20 µM; 350,000 tested, 0.32% active; FAM/BHQ RNA-DNA oligo cleavage fluorescence, 5 h; in the data active = activation above about 50%
Target sequence (P0AE70 whole entry, looked up): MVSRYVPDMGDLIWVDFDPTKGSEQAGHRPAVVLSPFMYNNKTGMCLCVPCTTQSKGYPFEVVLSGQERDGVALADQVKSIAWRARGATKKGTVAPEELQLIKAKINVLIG
UGM FP inh – Mtb UDP-galactopyranose mutase inhibition; purified UGM, fluorescence polarization probe displacement; inhibition, % at 10 µM; 320,000 tested, 0.06% active; in the data active = inhibition above about 10%, passing the limit was not always enough; inconclusive = no clear call, values can overlap the other calls
Rv3671c protease – inhibitors of M. tuberculosis serine protease Rv3671c; 320,000 tested, 0.048% active; inhibition, % at 5.96 µM; AID 2606; in the data active = inhibition above about 38%;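 note: extracellular domain of Rv3671c used as enzyme; 0% = enzyme with DMSO and 100% = no enzyme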
Target sequence (P9WHR9 whole entry, looked up, the tested form may be a part): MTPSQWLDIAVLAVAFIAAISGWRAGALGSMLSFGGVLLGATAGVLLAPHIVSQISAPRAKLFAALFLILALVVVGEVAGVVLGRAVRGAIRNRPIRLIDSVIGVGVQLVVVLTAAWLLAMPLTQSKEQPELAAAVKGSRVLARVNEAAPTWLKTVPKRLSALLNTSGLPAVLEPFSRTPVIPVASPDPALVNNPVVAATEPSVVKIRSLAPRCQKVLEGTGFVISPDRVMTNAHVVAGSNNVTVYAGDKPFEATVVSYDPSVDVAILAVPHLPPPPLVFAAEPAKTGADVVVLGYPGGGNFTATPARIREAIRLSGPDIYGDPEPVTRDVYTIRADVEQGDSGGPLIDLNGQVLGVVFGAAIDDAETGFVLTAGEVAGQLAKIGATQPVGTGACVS
GDH-TPI inh – GDH-TPI coupled enzyme inhibition counter-screen | GDH-TPI coupled enzyme counterscreen, NADH absorbance | inhibition, % at 4.8 µM | 360,000 tested, 1.2% active | AID 588335; in the data active = inhibition above about 30%;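 note: 0% = DMSO wells and 100% = wells lacking the enzyme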
VHR inh abs – DUSP3 (human) phosphatase inhibition. recombinant VHR phosphatase, pNPP absorbance. inhibition, % at 13.3 µM. 290,000 tested, 0.52% active; in the data active = inhibition above about 50%; note: some compounds called inactive have numbers as strong as hits
Target sequence (P51452 whole entry, looked up): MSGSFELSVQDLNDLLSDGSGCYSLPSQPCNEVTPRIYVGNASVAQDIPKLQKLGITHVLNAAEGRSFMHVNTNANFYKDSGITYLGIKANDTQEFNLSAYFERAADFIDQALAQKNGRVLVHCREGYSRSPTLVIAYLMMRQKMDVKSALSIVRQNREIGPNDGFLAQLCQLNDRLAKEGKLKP
* = called active by the depositor; i = inactive; ? = inconclusive; . = no result given. These rows are one share of the data. The share of hits here may be higher or lower than overall.

Every second line gives: 3CLpro inhibitor	Mtb BioA inh	BH1578 lux ind	PriA SSB inh	Mtb FBA inh	MazEF act	UGM FP inh	Rv3671c protease	GDH-TPI inh	VHR inh abs
> CN(C)C(=N)c1n[nH]nc1SCc1ccccc1
→ 1.1	.	1.2	-2.2	7.5	8.6	-0.3	0.6	-0.6	21.2
> COc1ccc(/C=C2\SC(=NCc3ccccc3)N(Cc3ccccc3)C2=O)cc1OC
→ 4.2	.	i	-11.6	1.3	-6.7	3.1	-12.6	17.4	-1.8
> CCCCCOc1ccccc1C(=O)NCCC(=O)O
→ -2.5	.	i	-5.8	2.8	-1.1	4.3	5.0	5.5	0.0
> CCOC(=O)c1ccc(NC(=O)CSc2nncn2-c2cccnc2)cc1
→ -0.9	-0.7	-0.4	-4.0	0.9	3.0	0.5	-9.1	0.0	26.0
> C=CCNC(=O)C1CC(=O)N(c2ccc(OCC(=O)Nc3ccc(OC)cc3)cc2)C1 (centres undefined)
→ 0.8	0.0	.	-11.8	1.3	-1.4	0.8	5.7	-6.8	9.1
> O=C(c1ccc2c(c1)OCO2)C1CCCN(C2CCN(CCc3ccccc3)CC2)C1 (centres undefined)
→ -3.2	.	0.5	2.1	-1.8	10.1	-1.4	1.9	-2.9	16.5
> C=C(C)CN=C1SC(C(=O)Nc2sc3c(c2C(=O)OC)CCC3)C(N)=C1C(N)=O (centres undefined)
→ 2.6	-0.6	-0.6	5.1	1.7	-2.0	.	9.2	9.6	-6.9
> COc1cc(OC)c(C(=O)CCCN2CCCC2)c(OC)c1
→ -0.5	0.2	i	-2.5	2.3	-10.2	3.2	-0.4	12.9	8.6
> Nc1ccc2c(c1)C(=O)c1ccccc1C2=O
→ .	-0.7	i	1.1	-3.9	6.7	1.6	-1.5	2.5	.
> O=C(c1ccc(Cl)cc1)C1CCN(C(=O)N2CCOCC2)CC1
→ -2.6	0.0	1.4	-4.1	6.8	0.1	3.0	-6.5	-0.5	17.9
> O=C(NC1CCCCC1)c1ccc([N+](=O)[O-])o1
→ 5.0	-0.6	-0.6	4.9	0.6	5.6	?	9.0	-0.8	0.0
> Cc1ccc(S(=O)(=O)CCC(=O)OCC(=O)NC(C)c2ccc(F)cc2)cc1 (centres undefined)
→ .	0.3	-0.5	-4.7	-0.7	10.6	-5.5	-2.1	3.1	.
> COc1cccc(CNC(=O)N[C@@H](C)C(=O)O)c1
→ -1.0	.	-3.1	-5.9	-1.4	11.5	1.2	3.1	-1.0	0.0
> CC(NC(=O)C1CSC2(C)CCC(=O)N12)c1ccccc1Cl (centres undefined)
→ .	0.3	5.7	-17.6	0.8	2.9	-3.0	-2.5	-9.3	.
> COc1ccc(C(=O)/C=C/c2cccs2)c(OC(=O)c2cccc([N+](=O)[O-])c2)c1
→ -0.8	.	-0.4	2.5	0.9	0.2	1.9	-5.3	13.4	-21.8
> O=C(c1cc2ccccc2oc1=O)N(Cc1cccs1)Cc1cccs1
→ -0.1	1.2	i	-11.0	-1.6	0.9	0.5	-8.2	6.1	7.5
> Cc1ccsc1C(=O)C1CCCN(Cc2cnc(N3CCCC3)s2)C1 (centres undefined)
→ -6.6	.	-0.8	5.8	4.3	3.8	-0.6	10.2	4.4	32.9
> Clc1ccc(C2CC(c3ccco3)n3ncnc3N2)cc1Cl (centres undefined)
→ 5.5	0.8	0.3	-11.8	-6.0	-8.0	9.3	7.8	11.8	-18.4
> CCn1c(=O)c(=O)n(CC)c2cc(S(=O)(=O)N3CCc4ccccc43)ccc21
→ 0.7	6.6	-0.4	-4.5	-1.0	4.0	-1.2	-6.5	9.9	50.3*
> COc1cccc(CN2CC(C(=O)NCC3CCOCC3)CCC2=O)c1 (centres undefined)
→ -2.5	-1.0	-0.5	-1.8	-1.4	1.6	-1.4	-2.0	6.0	-14.6

One compound at a time, from the list above:
COc1cc(OC)c(C(=O)CCCN2CCCC2)c(OC)c1 as listed: 3CLpro inhibitor = -0.5; Mtb BioA inh = 0.2; BH1578 lux ind = i; PriA SSB inh = -2.5; Mtb FBA inh = 2.3; MazEF act = -10.2; UGM FP inh = 3.2; Rv3671c protease = -0.4; GDH-TPI inh = 12.9; VHR inh abs = 8.6
O=C(c1cc2ccccc2oc1=O)N(Cc1cccs1)Cc1cccs1 as listed: 3CLpro inhibitor = -0.1; Mtb BioA inh = 1.2; BH1578 lux ind = i; PriA SSB inh = -11.0; Mtb FBA inh = -1.6; MazEF act = 0.9; UGM FP inh = 0.5; Rv3671c protease = -8.2; GDH-TPI inh = 6.1; VHR inh abs = 7.5

Additional structures:
Every second line gives: 3CLpro inhibitor	Mtb BioA inh	BH1578 lux ind	PriA SSB inh	Mtb FBA inh	MazEF act	UGM FP inh	Rv3671c protease	GDH-TPI inh	VHR inh abs
> CC(C)C[C@H]1C(=O)N2CCC[C@H]2[C@]2(O)O[C@](NC(=O)[C@@H]3C=C4c5cccc6[nH]c(Br)c(c56)CC4N(C)C3)(C(C)C)C(=O)N12 (some centres undefined)
→ 3.0	4.5	i	15.9	0.5	-7.6	-0.2	-0.4	1.6	-3.0
> COc1ccc(OC)c(CNS(=O)(=O)c2c(C)nc3scc(C)n3c2=O)c1
→ 1.9	-1.1	0.4	-8.3	1.4	2.4	-1.0	-0.3	18.9	-12.2
> COc1ccc(OC)c(C2N(c3ccccn3)C(=O)C3CCCN32)c1 (centres undefined)
→ -2.1	-1.4	i	-13.4	-11.2	2.8	-1.7	-5.5	0.6	25.6
> CC(C)C(NS(=O)(=O)c1cccc2nsnc12)C(=O)Nc1nc2ccc(Cl)cc2s1 (centres undefined)
→ 0.1	0.9	.	-7.8	-1.1	11.1	.	-7.5	-11.1	25.0
> CS(=O)(=O)Nc1cccc(NC(=O)C2Cc3c(-c4cccc(C(N)=O)c4)ccnc3O2)c1 (centres undefined)
→ .	4.1	-0.2	.	-4.6	.	.	.	6.2	.
> CCC/C=C(\CCC)C(NS(=O)(=O)c1ccc(C(F)(F)F)cc1)c1ccccc1 (centres undefined)
→ -0.8	.	.	.	.	.	-2.1	-29.5	.	0.9
> CCCNS(=O)(=O)c1cc2c3c(c1)CCN3C(=O)CC2
→ -0.8	-0.7	6.7	-8.2	-0.6	-30.6	1.6	0.3	3.5	-9.1
> COc1cc(NC2c3ccccc3C(=O)N2c2cc(C)ccn2)cc(OC)c1OC (centres undefined)
→ -2.2	-0.9	i	-6.4	2.2	2.2	-2.9	-0.2	-9.3	6.5
> FC(F)(F)c1ccccc1CNCCc1c[nH]c2ccccc12
→ -0.3	1.1	i	-3.3	2.9	-9.1	-1.6	6.0	-4.0	19.7
> Cc1cccc(Cn2c(N3CCc4ccccc4C3)nc3c2c(=O)[nH]c(=O)n3C)c1
→ 4.6	-1.4	0.6	3.2	0.5	31.2	3.5	4.1	-8.7	2.6
> Oc1ccccc1CNCCCN1CCOCC1
→ 4.0	-3.6	i	-6.0	-0.6	10.9	-1.9	6.9	8.1	3.5
> Oc1ccc(/C=N/NC(=S)N2CCOCC2)cc1
→ 5.4	.	-0.4	.	-2.4	5.1	-0.4	-2.6	14.7	5.9
> O=C(Cc1cccs1)Nc1cccc(C(=O)Nc2ccco2)c1
→ 0.9	3.0	i	0.5	-0.7	4.8	0.3	-2.4	2.6	13.3
> CCCn1c(N2CCOCC2)nc2c1c(=O)[nH]c(=O)n2C
→ 1.0	-0.6	1.5	4.4	0.6	1.5	-0.7	10.0	0.8	32.6
> O=C(Nc1ccc(C(=O)NCc2ccccc2Cl)cc1)C1=CSCCO1
→ 3.7	17.6	-0.6	-5.8	1.5	4.3	-3.5	-3.2	14.7	17.8
> CN(C)S(=O)(=O)c1ccc(NC(=O)N2CCN(c3ccccc3Cl)CC2)cc1
→ 2.9	0.9	i	-17.2	4.0	6.3	0.5	-15.7	6.8	12.7
> CCc1c(C)sc(NC(=O)/C=C/C(=O)O)c1C(N)=O
→ 0.4	.	0.9	-17.5	5.7	8.0	-0.6	6.2	7.0	10.6
> FC(F)(F)c1cc(-c2cccs2)nc(N2CCOCC2)n1
→ -0.8	-0.6	i	-12.6	5.2	5.8	1.2	1.1	9.3	12.1
> Cc1nc(OCC(=O)c2ccc(Cl)cc2)c(C#N)c2c1COC(C)(C)C2
→ 0.3	-0.5	i	-21.0	2.7	14.8	0.8	-1.6	-7.9	26.4
> Fc1ccc(NC(=S)NN=Cc2ccccc2Cl)cc1
→ .	-1.9	-1.3	-0.4	-1.9	27.5	.	.	23.4	.

Additional entries follow:
Every second line gives: 3CLpro inhibitor	Mtb BioA inh	BH1578 lux ind	PriA SSB inh	Mtb FBA inh	MazEF act	UGM FP inh	Rv3671c protease	GDH-TPI inh	VHR inh abs
> O=C(CSc1oc(-c2ccc(F)cc2)nc1S(=O)(=O)c1ccc(F)cc1)NCC1CCCO1 (centres undefined)
→ 0.7	-0.4	1.1	-9.6	5.1	-2.7	0.8	-5.5	-10.4	-13.2
> CSCC(=O)Nc1cc(C)on1
→ 5.8	0.4	-0.3	1.7	1.5	-18.6	0.1	0.0	7.7	31.0
> O=C(NNC(=O)c1ccccc1Cl)c1cccnc1
→ -3.1	0.7	-2.8	7.8	-0.7	5.3	-1.5	-3.7	-2.3	-8.1
> CCCn1cnc2c(Sc3c([N+](=O)[O-])ncn3C)nc(N)nc21
→ .	0.2	i	-5.2	-4.3	-4.6	.	.	12.3	.
> O=C(COc1coc(CN2CCN(c3ccccc3F)CC2)cc1=O)Nc1ccccc1
→ .	.	i	-16.0	-0.1	0.6	-4.7	-7.6	9.3	.
> Cc1csc(CN(C)C(=O)C2CCC(=O)N(CCN(C)C)C2)n1 (centres undefined)
→ -5.5	-0.1	-0.5	3.2	-1.7	-0.3	0.6	-15.8	4.3	59.8*
> O=C1CCN(Cc2ccco2)C(=S)N1
→ .	-0.8	i	-2.9	-1.5	15.2	.	.	10.8	.
> CS(=O)(=O)Nc1cccc2cccnc12
→ 4.8	-10.4	-1.1	8.2	-1.6	0.7	-1.5	-1.2	12.3	8.4
> CCC1Sc2ccc(S(=O)(=O)CCC(=O)NCc3ccc(C)o3)cc2NC1=O (centres undefined)
→ 1.5	.	i	2.9	1.2	5.5	0.0	-0.9	1.3	1.8
> Cc1c(NC(=O)c2cc(Br)ccc2Cl)cccc1-n1cnnn1
→ .	-0.2	i	-0.7	1.5	0.3	1.2	1.0	1.9	.
> O=C(N/N=C/c1ccc(-c2ccccc2C(=O)O)o1)c1cccs1
→ -2.0	.	i	.	3.2	-4.5	2.2	7.3	30.3	34.1
> O=C(COc1ccc2c3c(c(=O)oc2c1)CCC3)NCc1cccnc1
→ -5.4	5.1	-0.3	-8.3	26.1	1.8	-0.3	-5.3	16.2	-3.6
> Cc1ccc(C(=O)O)cc1S(=O)(=O)N1CCSCC1
→ -3.6	.	-0.2	-5.6	-4.1	-4.0	1.4	4.7	7.3	32.0

Exported with each value named: 3 of the compounds above.
smiles: O=C(CSc1oc(-c2ccc(F)cc2)nc1S(=O)(=O)c1ccc(F)cc1)NCC1CCCO1 (centres undefined)
  3CLpro inhibitor: 0.7; Mtb BioA inh: -0.4; BH1578 lux ind: 1.1; PriA SSB inh: -9.6; Mtb FBA inh: 5.1; MazEF act: -2.7; UGM FP inh: 0.8; Rv3671c protease: -5.5; GDH-TPI inh: -10.4; VHR inh abs: -13.2
smiles: CSCC(=O)Nc1cc(C)on1
  3CLpro inhibitor: 5.8; Mtb BioA inh: 0.4; BH1578 lux ind: -0.3; PriA SSB inh: 1.7; Mtb FBA inh: 1.5; MazEF act: -18.6; UGM FP inh: 0.1; Rv3671c protease: 0.0; GDH-TPI inh: 7.7; VHR inh abs: 31.0
smiles: O=C(NNC(=O)c1ccccc1Cl)c1cccnc1
  3CLpro inhibitor: -3.1; Mtb BioA inh: 0.7; BH1578 lux ind: -2.8; PriA SSB inh: 7.8; Mtb FBA inh: -0.7; MazEF act: 5.3; UGM FP inh: -1.5; Rv3671c protease: -3.7; GDH-TPI inh: -2.3; VHR inh abs: -8.1
